GPR7 antag: human neuropeptides B/W receptor 1 antagonism; P48145; GPR7-expressing cells, fluorescence antagonist assay; inhibition, % at 4.4 µM; 1.1% of 290,000 active; AID 1861; in the data active means inhibition above about 16%, passing the limit was not always enough;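 further: cells stimulated with the agonist NPW; 0% = agonist with vehicle and 100% = vehicle without agonist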
Target sequence (P48145 whole entry, looked up): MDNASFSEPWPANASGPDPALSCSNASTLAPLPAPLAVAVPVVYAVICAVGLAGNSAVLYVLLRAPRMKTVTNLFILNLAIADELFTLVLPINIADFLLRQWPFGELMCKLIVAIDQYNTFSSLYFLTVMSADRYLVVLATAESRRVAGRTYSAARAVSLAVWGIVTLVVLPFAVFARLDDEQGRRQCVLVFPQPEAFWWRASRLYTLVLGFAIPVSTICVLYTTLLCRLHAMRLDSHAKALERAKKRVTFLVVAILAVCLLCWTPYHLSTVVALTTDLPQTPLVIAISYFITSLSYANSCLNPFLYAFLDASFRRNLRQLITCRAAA
V1aR counter: counter-screen for oxytocin receptor agonists: human V1a receptor agonists. CHO-V1R cells, Fluo-8 calcium fluorescence, agonist mode; 0% DMSO, 100% 3 nM vasopressin. P37288. 0.25% of 320,000 active. activation, % at 3 µM. AID 2797;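 active means activation above the mean activation of all tested compounds plus 3 SD, per screening run, cut at about 20% in these data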;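 further: signal is peak over basal fluorescence ratio across a 100 second FLIPR read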
OXTR agonist: activates the human oxytocin receptor; activation, % at 3 µM; CHO-OTR cells, Fluo-8 calcium fluorescence; normalized: DMSO 0%, oxytocin 100%; 0.32% of 320,000 active; P30559; AID 2435;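 active means activation above the mean of all tested compounds plus 3 SD, cutoff set per screening run, cut at about 20% in these data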;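 further: peak over basal fluorescence ratio from a 100 s FLIPR kinetic read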
NALP1 yeast inh: inhibitors of NALP1 inflammasome in yeast | S. cerevisiae NALP1/ASC/caspase-1 growth, X-gal OD620, 72 h | AID 2071 | 0.61% of 280,000 active | inhibition, % at 10 µM; in the data active means inhibition mostly above about 24%, no sharp cut-off; inactive means mostly below about 32%; further: some compounds called inactive have numbers as strong as hits
OXTR potentiator: human OXTR potentiation; 0.061% of 320,000 active; P30559; activation, % at 3 µM; CHO-OTR cells, Fluo-8 calcium fluorescence, potentiator mode; 0% = oxytocin EC15, 100% = EC100;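 active means activation above that plate's cutoff, the mean activation of tested compounds plus 3 SD, cut at about 6.6% in these data, passing the limit was not always enough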;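 further: 100% uses oxytocin at 75 nM as the full agonist control; some results filed as inactive read as strong as hits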
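Replication – single well per compound, singlicate · Assay system – CHO cell line stably expressing human OTR · Timing – 6 min pre-incubation, 100 s read · Measure – normalized max/min fluorescence ratio, % activation · Doses – 3.0 µM, one dose · Detection – Fluo-8 calcium dye fluorescence · Probe or stimulus – oxytocin near EC15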
PfM18AAP inh: blocks P. falciparum M18 aspartyl aminopeptidase. recombinant PfM18AAP, H-Glu-NHMec fluorogenic cleavage. inhibition, % at 7.35 µM. 1.2% of 290,000 active. AID 1822;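 active means inhibition above the campaign mean inhibition over all tested compounds plus 3 SD, cut at about 28% in these data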;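 further: 0% = plate median of test compound wells and 100% = 2 mM ZnCl2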
MEKK2mut PB1 HTS: signal of MEK5 binding to mutant human MEKK2 PB1 domain | 0.35% of 290,000 active | percent response, % at 10 µM | AID 1530 | bead flow cytometry, Alexa488-MEK5 binding to MEKK2 mutant; in the data active means percent response above about 24%, passing the limit was not always enough; further: inactives centre near 1; some results filed as inactive read as strong as hits
MEKK2 WT-MEK5: raises or lowers MEK5 binding to wildtype human MEKK2 PB1 domain | Q9Y2U5 | bead flow cytometry, Alexa488-MEK5 binding to MEKK2 WT; actives lie on both sides | binding response (% of control), % at 10 µM | 1.1% of 290,000 active | AID 1531; in the data active means binding response below about 67% or above about 130%
GalR3 antag: antagonists of human GalR3. O60755. inhibition, % at 3 µM. HEK293 GalR3-CNG cAMP membrane potential fluorescence; galR3 body fused to GalR1 C-terminus. 0.44% of 360,000 active;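 active means inhibition above the screen-wide average plus 3 SD, cut at about 13% in these data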;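 further: forskolin and galanin both at EC90 stimulate the cells; cAMP rise reported by CNG channel membrane potential dye signal; 0% = forskolin plus galanin with DMSO and 100% = forskolin alone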
Target sequence (O60755 1-299 limits assumed): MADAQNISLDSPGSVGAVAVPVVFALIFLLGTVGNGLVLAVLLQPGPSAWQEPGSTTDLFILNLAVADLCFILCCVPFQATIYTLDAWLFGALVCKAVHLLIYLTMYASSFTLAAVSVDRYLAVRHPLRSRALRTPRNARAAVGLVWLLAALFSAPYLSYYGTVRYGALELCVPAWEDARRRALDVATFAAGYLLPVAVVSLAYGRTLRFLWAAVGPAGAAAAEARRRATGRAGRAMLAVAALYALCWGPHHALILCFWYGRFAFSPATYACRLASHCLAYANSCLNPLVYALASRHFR
Active calls of the source: *; x = no result given.

Molecule	GPR7 antag	V1aR counter	OXTR agonist	NALP1 yeast inh	OXTR potentiator	PfM18AAP inh	MEKK2mut PB1 HTS	MEKK2 WT-MEK5	GalR3 antag
c1csc(CSc2nnc3sc4ccccc4n23)c1	0	-1.0	-2.6	20	0	6	10	106	-5
CCCS(=O)(=O)N1CCCC(c2nc(-c3ccc(OC)cc3)no2)C1 (stereo not drawn)	8	0.5	0.1	-24	0	1	-1	97	-7
Cc1csc(NC(=O)C2CC(=O)N(Cc3ccco3)C2)n1 (stereo not drawn)	3	0.0	0.0	-20	-1	10	-4	94	-1
NS(=O)(=O)c1cccc(NC(=O)CCCC2CCCCC2)c1	-18	1.1	0.6	3	0	6	-2	96	-8
COc1cccc(C=NCC(C)N=Cc2cccc(OC)c2O)c1O (stereo not drawn)	-8	-1.0	-0.8	33	-13	5	3	101	0
CC1CCCCC1NC(=O)C(C)N1C(=O)c2ccccc2C1=O (stereo not drawn)	x	0.4	1.9	x	-1	x	x	x	-5
CO/N=C/NC(=O)Cc1cn(-c2ncc(C(F)(F)F)cc2Cl)c2ccccc12	-1	-1.6	-2.6	14	-10	9	1	105	3
CCOc1ccccc1N1CCN(S(=O)(=O)c2ccc(F)c(F)c2)CC1	-17	-1.6	-2.7	40*	-13	1	3	98	2
O=C(Nc1ccc(NC(=O)C2CC2)nc1)c1cccc(F)c1	9	1.8	0.6	-12	-9	-13	0	98	-3
O=C(NC(=S)Nc1ccccc1C(=O)O)c1ccc(-c2ccc(Br)cc2)o1	0	-0.5	-2.1	5	-5	17	7	102	2
Cc1cccc(NCc2ccccc2)c1	-15	-1.5	-1.0	14	0	-4	-24	86	5
COc1ccc(OCc2nnc(SCC(=O)NC3CC3)n2C)cc1	-10	0.9	0.5	10	5	25	-4	90	-1
CCC(=O)N1CCc2cc(Br)cc(S(=O)(=O)NCc3ccco3)c21	4	0.5	-0.7	27	-8	1	0	99	x
CCCC(=O)Oc1ccc2c(C)cc(=O)oc2c1	8	-0.8	-2.1	24	-1	-2	0	99	2
O=C(CSc1nc(Nc2ccccc2)nc(N2CCOCC2)n1)Nc1ccc2c(c1)OCCO2	-21	-0.7	-1.1	8	-2	5	1	95	-2
CCN(C(=O)CSc1nnc(-c2ccccc2Cl)n1C1CCCC1)C1CCS(=O)(=O)C1 (stereo not drawn)	-7	0.4	-1.2	12	-7	-4	4	109	-5
O=C(OCC(=O)N1CCN(C(=O)c2ccco2)CC1)c1cc(S(=O)(=O)Nc2ccc(Cl)cc2)ccc1O	-3	-1.0	-1.5	1	-18	8	-5	96	5
O=P(COc1ccccc1)(c1ccccc1)c1ccccc1	-2	-0.7	-1.3	23	-5	1	2	99	-4
O=S(=O)(c1ccccc1)N1CCN(CC(O)COc2ccc3c(c2)CCC3)CC1 (stereo not drawn)	-4	6.5	5.3	-11	-11	-5	4	104	-4
Cn1cnc(S(=O)(=O)N2CCN(c3ccc(Cl)cc3)CC2)c1	0	4.0	2.8	8	-6	1	-1	98	-2
O=S(=O)(c1cccc(-c2nn3c(-c4ccncc4)nnc3s2)c1)N1CCOCC1	3	x	x	23	x	-8	5	108	x
COc1ccc2cc1Oc1ccc(cc1)C[C@H]1c3cc(c(OC)cc3CCN1C)Oc1c(OC)c(OC)cc3c1[C@@H](C2)N(C)CC3	x	0.3	0.3	x	-5	x	x	x	-6
CCNC(=S)N(CCc1c(C)[nH]c2ccc(C)cc12)Cc1ccco1	-9	-0.6	-0.5	30	-3	0	-3	99	2
NS(=O)(=O)c1ccc(CCNC(=O)c2ccc(Cl)cc2[N+](=O)[O-])cc1	-15	-0.2	-0.4	18	-8	0	2	100	-8
CCOC(=O)[C@H]1[C@H]2COc3ccc(OC)cc3[C@@H]2N2C(=O)c3ccc(C)cc3NC(=O)[C@@]12C	x	-0.4	-1.8	x	-7	x	x	x	-2
O=C(CSc1nnc(CNC(=O)c2cccs2)o1)Nc1cccc(C(F)(F)F)c1	-9	5.2	6.8	7	-13	2	3	103	-5
FC(F)(F)c1ccc(CSc2ccccn2)cc1	13	-0.9	0.1	x	4	-11	7	107	1
CCOC(=O)c1sc(NC(=O)CSc2nc3c(c(=O)n2-c2ccccc2)SCC3)c(C(=O)OCC)c1C	-10	x	x	28	x	1	9	98	x
NC(=O)c1cccnc1Oc1ccccc1	0	1.1	0.2	16	-4	4	3	101	-4
COc1ccc(C2C(=O)N(C3CCCCC3)CC(=O)N2C2CCCC2)cc1 (stereo not drawn)	2	-1.2	-1.5	1	-6	4	4	108	-7
CCCC(=O)Nc1ccc(C(=O)NCC(=O)OCC)cc1	-12	1.3	1.1	3	-4	-4	1	98	-3
CC1CC(C)(C)NC(=S)N1CC(=O)N1CCN(Cc2ccc3c(c2)OCO3)CC1 (stereo not drawn)	-1	0.5	1.3	-13	-8	2	1	98	1
COc1cc(/C=C/c2noc(-c3ccccc3O)n2)ccc1OC(C)=O	-24	0.3	-1.3	13	-4	-4	26	115	-3
CCCC(C(=O)NCc1ccco1)N(CC1CCCO1)C(=O)CNS(=O)(=O)c1ccc(F)cc1 (stereo not drawn)	2	-0.1	0.4	23	-3	-12	-4	97	-4
CC(=O)c1sc(NC(=O)c2ccc(C)cc2)nc1C	-3	-0.9	-1.6	-8	-7	-3	-1	100	0
Oc1ccccc1CN1CCC(C(O)(c2ccccc2)c2ccccc2)CC1	5	2.1	0.8	36	-9	-11	-2	97	-4
CCOc1ccc(N(CC(=O)NCCSCc2ccccc2Cl)S(C)(=O)=O)cc1	-2	x	x	7	x	-4	9	110	-6
COc1ccccc1CCC(=O)Oc1ccc(C#N)cc1OC	2	x	x	-10	x	1	1	104	4
COc1ccc(C(=O)N[C@H](C(=O)NCc2ccc(C)cc2)C(C)C)cc1	2	-0.5	0.0	23	-3	3	-2	102	-5
O=C(COC(=O)C1CCC(=O)N1)Nc1cc(Cl)ccc1Cl (stereo not drawn)	1	0.1	-1.3	29	1	0	2	98	-2
O=C(Nc1ccccc1N1CCOCC1)c1ccc2ccccc2c1	-5	-0.8	-1.7	19	0	6	-6	101	-7
O=C(CCN1C(=O)c2ccccc2S1(=O)=O)Nc1ccc(C(=O)O)cc1	7	-0.7	-0.1	8	2	-3	-5	97	x
O=C1C=C(O)C(n2cncn2)C(c2cc(F)ccc2F)C1 (stereo not drawn)	14	0.3	-0.2	1	-9	15	-1	98	3
COc1c(Cl)ccc(Cl)c1C(=O)OCC(=O)O	-4	1.1	-1.2	8	0	-4	4	100	-2
Cc1nc(Cl)cc(N/N=C/c2ccccc2)n1	-5	-0.5	-1.9	6	-3	1	6	103	-10
CCOC(=O)c1c(C)[nH]c(C(=O)OCC(=O)NCc2ccccc2)c1C	x	0.6	-0.8	x	-1	x	x	x	-8
CCOc1ccc(-n2c(C)nnc2SCC(=O)N(CC)CC)cc1	-3	-0.4	0.3	-3	0	-3	0	94	-5
COc1ccccc1C(=O)Nc1nnc(S(=O)(=O)N2CCN(c3ccc(F)cc3)CC2)s1	2	-0.6	-0.5	13	-3	-3	2	100	-8
COc1cc(/C=N/NC(=O)c2cc(-c3ccccc3OC(C)C)nc3ccccc23)ccc1O	-13	1.1	1.5	-28	-8	-1	-4	95	6
CC(C)c1ccc(S(=O)(=O)N2CCC(C(=O)NCC3(N(C)C)CCCCC3)CC2)cc1	-9	1.0	1.5	13	-5	-5	6	108	-6

(list continues)
Molecule	GPR7 antag	V1aR counter	OXTR agonist	NALP1 yeast inh	OXTR potentiator	PfM18AAP inh	MEKK2mut PB1 HTS	MEKK2 WT-MEK5	GalR3 antag
N#Cc1cc(C(=O)c2ccccc2O)cn(-c2ccc(Cl)cc2)c1=O	18	0.4	0.6	16	-5	13	-8	93	-4
O=S(=O)(Cc1cc(Cl)nc(-c2cccnc2)n1)c1ccccc1	6	-0.4	-0.4	14	-10	-15	-4	99	x
C/C(=N\NC(=O)CN(c1ccccc1)S(C)(=O)=O)c1ccccc1O	-1	0.9	1.9	-4	-1	6	4	103	-5
Cc1ccc(CC(NC(=O)c2ccccc2)C(=O)NC(CC(C)C)C(=O)O)cc1 (stereo not drawn)	-16	0.0	0.3	-6	-5	4	-6	94	-3
CCN1CCN(C(CNS(=O)(=O)c2ccccc2)c2cccnc2)CC1 (stereo not drawn)	-12	-0.3	1.2	14	-8	-4	8	105	1
COc1ccc(-c2csc(N(CCCN(C)C)C(=O)c3ccccc3F)n2)cc1	-2	4.9	6.5	5	0	2	16	127	-5
S=C(NCCCCNC(=S)NCc1ccccc1)NCc1ccccc1	-3	7.8	8.1	-9	-10	3	1	101	-6
CSc1n[nH]c(-c2sccc2OCc2ccc(C)cc2)n1	0	-0.4	-2.4	4	-17	0	6	108	-5
O=C(NC(=S)N(CCO)Cc1ccccc1)c1ccc(F)cc1Cl	-5	-0.4	0.3	-7	-12	6	10	109	-9
CCC1(C)Cc2c(sc3nnn(CC(=O)Nc4ccccc4)c(=O)c23)CO1 (stereo not drawn)	1	2.6	2.1	3	-8	3	4	100	-4
COc1ccc(CC2(CO)COc3ccccc3C2=O)cc1 (stereo not drawn)	x	-0.2	-0.5	x	-10	x	x	x	-4

From PubChem
